Screening data (PubChem)
GalR3 antagonist: antagonists of human GalR3; HEK293 GalR3-CNG cAMP membrane potential fluorescence; galR3 body fused to GalR1 C-terminus; inhibition, % at 3 µM; actives 0.44% (n = 360,000); AID 651719;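 active = inhibition above the screen-wide average plus 3 SD, cut at about 13% in these data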;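 also: forskolin and galanin both at EC90 stimulate the cells; cAMP rise reported by CNG channel membrane potential dye signal; 0% = forskolin plus galanin with DMSO and 100% = forskolin alone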
Target sequence (O60755 1-299 limits assumed): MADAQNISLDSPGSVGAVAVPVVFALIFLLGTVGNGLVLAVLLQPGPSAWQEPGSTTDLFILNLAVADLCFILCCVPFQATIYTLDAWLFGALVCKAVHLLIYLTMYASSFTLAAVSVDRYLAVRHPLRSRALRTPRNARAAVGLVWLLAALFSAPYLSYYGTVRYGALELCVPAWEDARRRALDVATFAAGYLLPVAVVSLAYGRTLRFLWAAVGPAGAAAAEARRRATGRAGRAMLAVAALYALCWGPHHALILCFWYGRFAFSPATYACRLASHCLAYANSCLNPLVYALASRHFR
M18AAP inhibitor: blocks P. falciparum M18 aspartyl aminopeptidase | recombinant PfM18AAP, H-Glu-NHMec fluorogenic cleavage | inhibition, % at 7.35 µM | actives 1.2% (n = 290,000);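 active = inhibition above the campaign mean inhibition over all tested compounds plus 3 SD, cut at about 28% in these data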;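 also: 0% = plate median of test compound wells and 100% = 2 mM ZnCl2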
OXTR potentiator: potentiators of human oxytocin receptor; activation, % at 3 µM; CHO-OTR cells, Fluo-8 calcium fluorescence, potentiator mode; 0% = oxytocin EC15, 100% = EC100; actives 0.061% (n = 320,000);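 active = activation above that plate's cutoff, the mean activation of tested compounds plus 3 SD, cut at about 6.6% in these data, passing the limit was not always enough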;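 also: 100% uses oxytocin at 75 nM as the full agonist control; some results filed as inactive read as strong as hits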
Target sequence (P30559 whole entry, looked up): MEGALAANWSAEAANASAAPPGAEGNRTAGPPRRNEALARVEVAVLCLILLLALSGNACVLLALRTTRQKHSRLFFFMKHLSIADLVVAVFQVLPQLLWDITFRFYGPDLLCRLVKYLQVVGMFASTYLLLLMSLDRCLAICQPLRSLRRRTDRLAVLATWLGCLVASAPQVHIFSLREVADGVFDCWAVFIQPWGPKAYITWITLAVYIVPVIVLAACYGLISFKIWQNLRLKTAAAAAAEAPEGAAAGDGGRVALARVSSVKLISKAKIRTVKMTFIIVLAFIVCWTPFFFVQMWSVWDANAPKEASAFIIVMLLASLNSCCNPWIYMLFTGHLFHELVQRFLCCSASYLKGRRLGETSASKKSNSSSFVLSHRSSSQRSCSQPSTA
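Assay system: CHO cell line stably expressing human OTR. Reagent: EC15 oxytocin agonist. Dosing: single dose, 3.0 µM nominal final compound concentration. Timing: compound 6 min at room temperature before oxytocin, 100 s read. Signal: kinetic Fluo-8 calcium fluorescence. Controls: oxytocin EC15 low and EC100 high.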
V1R ag counter: V1a receptor agonism, counter-screen for OXTR agonists | activation, % at 3 µM | actives 0.25% (n = 320,000) | CHO-V1R cells, Fluo-8 calcium fluorescence, agonist mode; 0% DMSO, 100% 3 nM vasopressin | AID 2797;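 active = activation above the mean activation of all tested compounds plus 3 SD, per screening run, cut at about 20% in these data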;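 also: signal is peak over basal fluorescence ratio across a 100 second FLIPR read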
GPR7 antag: antagonists of human GPR7 (neuropeptides B/W receptor 1) | inhibition, % at 4.4 µM | P48145 | GPR7-expressing cells, fluorescence antagonist assay | AID 1861 | actives 1.1% (n = 290,000); in the data active = inhibition above about 16%, passing the limit was not always enough;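 also: cells stimulated with the agonist NPW; 0% = agonist with vehicle and 100% = vehicle without agonist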
Target sequence (P48145 whole entry, looked up): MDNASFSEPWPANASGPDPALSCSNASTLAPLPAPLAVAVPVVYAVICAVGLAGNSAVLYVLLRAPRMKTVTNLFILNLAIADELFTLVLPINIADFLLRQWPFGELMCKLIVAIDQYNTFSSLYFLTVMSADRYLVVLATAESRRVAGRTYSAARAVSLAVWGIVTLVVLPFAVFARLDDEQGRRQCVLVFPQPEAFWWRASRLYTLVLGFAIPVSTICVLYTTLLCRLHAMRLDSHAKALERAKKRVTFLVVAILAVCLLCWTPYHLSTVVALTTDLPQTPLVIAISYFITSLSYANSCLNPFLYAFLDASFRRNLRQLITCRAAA
MEKK2wt PB1 HTS: raises or lowers MEK5 binding to wildtype human MEKK2 PB1 domain; Q9Y2U5; bead flow cytometry, Alexa488-MEK5 binding to MEKK2 WT; actives lie on both sides; binding response (% of control), % at 10 µM; actives 1.1% (n = 290,000); in the data active = binding response below about 67% or above about 130%
MEKK2 mut-MEK5: signal of MEK5 binding to mutant human MEKK2 PB1 domain. bead flow cytometry, Alexa488-MEK5 binding to MEKK2 mutant. percent response, % at 10 µM. actives 0.35% (n = 290,000). AID 1530; in the data active = percent response above about 24%, passing the limit was not always enough; also: inactives centre near 1; some results filed as inactive read as strong as hits
NALP1 inh: NALP1 inhibition | S. cerevisiae NALP1/ASC/caspase-1 growth, X-gal OD620, 72 h | inhibition, % at 10 µM | actives 0.61% (n = 280,000) | AID 2071; in the data active = inhibition mostly above about 24%, no sharp cut-off; inactive = mostly below about 32%; also: some compounds called inactive have numbers as strong as hits
OXTR ag: agonists of human oxytocin receptor; P30559; CHO-OTR cells, Fluo-8 calcium fluorescence; normalized: DMSO 0%, oxytocin 100%; activation, % at 3 µM; actives 0.32% (n = 320,000);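 active = activation above the mean of all tested compounds plus 3 SD, cutoff set per screening run, cut at about 20% in these data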;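 also: peak over basal fluorescence ratio from a 100 s FLIPR kinetic read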
* = called active by the depositor; · = not tested or not shown; + = active, no number; [ ] = dose if it differs, or a comment.

SMILES	GalR3 antagonist	M18AAP inhibitor	OXTR potentiator	V1R ag counter	GPR7 antag	MEKK2wt PB1 HTS	MEKK2 mut-MEK5	NALP1 inh	OXTR ag
Cc1ccc(C)c(N(CC(=O)NN=C2CCN(C)CC2)S(=O)(=O)c2ccccc2)c1	1	-11	-10	-0.2	-12	104	0	3	-0.7
CCOC(=O)C1=C(O)/C(=C\c2ccc(O)c(OCC)c2)N=C1C	-3	40*	-4	-0.8	-2	106	11	-16	0.2
Cc1cc(NC(=O)c2ccccc2)n(-c2ccccc2)n1	-8	-6	3	-1.4	-1	94	-2	-13	-0.5
COc1cc(C(CCN2CCCC2)c2c(OC)cc(OC)c3ccc(=O)oc23)cc(OC)c1OC (stereo not drawn)	-2	·	0	0.5	·	98	5	2	0.6
COc1ccc(C(=O)OCCc2cc3ccccc3c(=O)o2)cc1	0	·	-3	2.5	·	·	·	·	4.0
Cc1c(Cl)cccc1NC(=S)NCc1ccccc1Cl	-4	-4	-9	5.1	-9	95	-2	18	1.2
Cc1cc(NC(=O)CCC(=O)N(c2ccccc2F)C(C(=O)NC2CCCC2)c2ccccc2)no1 (stereo not drawn)	-7	-6	-10	0.0	7	79	-15	12	-0.9
C=CCOc1ccc(/C=C/C(=O)OCC(=O)NNC(=O)c2ccccc2F)cc1	-6	·	-4	8.9	·	·	·	·	10
O=C(CC1C[C@H](C(=O)N2CCCCC2)[C@@]2(CCc3ccccc3)c3[nH]c4ccccc4c3CCN2C1=O)NCc1cccc(C(F)(F)F)c1 (stereo partly drawn)	-3	·	-4	0.2	·	·	·	·	-0.3
O=S(=O)(NC1CCCC1)c1ccc(S(=O)(=O)N(Cc2cccs2)CC2CCCO2)cc1 (stereo not drawn)	-8	3	-13	1.6	4	-2.0*[inhibitor]	-31	29	-1.4
COc1ccccc1CC(=O)O/N=C(\N)c1cccc([N+](=O)[O-])c1	-7	5	-15	-0.9	-9	108	5	14	-2.1
CC(=O)/C=N/Nc1ccccc1	-4	-3	3	0.0	-7	104	10	20	0.1
Cc1ccc(C(=O)OCC(=O)Nc2ccccc2Cl)c(O)c1	-5	-5	-3	-0.9	20	92	-15	17	1.4
COc1ccc(CCn2c(N)cc(=O)[nH]c2=S)cc1OC	3	4	-13	0.0	1	102	9	·	0.2
Cc1cc(C)c(OCC(=O)OCC(=O)NCc2cccs2)c(C)c1	4	·	0	-1.3	·	·	·	·	-2.4
CCOc1ccc(S(=O)(=O)n2ccc(C)n2)cc1	-10	-9	1	0.8	-5	104	2	7	-0.2
O=C(NCc1ccc(F)cc1)C1CCN(S(=O)(=O)c2ccc(Br)s2)CC1	-3	2	-10	3.3	3	101	1	2	5.2
CCOC(=O)CNC(=O)CSc1nc2cccnc2n1C1CCCCC1	-1	-2	3	-1.1	-10	99	4	17	-1.7
Cc1ccc(C2N=C(N)Nc3nc4ccccc4n32)cc1 (stereo not drawn)	-4	1	-17	0.7	-3	107	-1	11	0.2
Cc1ccc(S(=O)(=O)N2CCN(C(=O)CC(C)n3nc(C)c(Cl)c3C)CC2)cc1 (stereo not drawn)	-7	4	-7	4.2	3	105	-3	13	2.6
Cc1ccc(C(=O)NC2CCCC(C)C2C)cc1S(=O)(=O)N1CCCCC1 (stereo not drawn)	-1	·	5	-0.9	·	·	·	·	-3.1
COC(=O)c1c(NC(=O)CN2CCN(c3ccccc3OC)CC2)c2c(C)cccc2n1C	-1	9	·	·	0	106	2	24	·
c1cnc(N2CCN(Cc3c[nH]c4ccccc34)CC2)nc1	-4	1	-16	1.2	-8	115	10	9	2.1
O=C1CC[C@H](OCc2ccccc2)CCN1[C@H](CSc1ccccc1)Cc1ccccc1	-7	1	-12	0.5	14	89	-10	21	0.4
O=S(=O)(c1ccc(SCCOc2ccccc2)nc1)N1CCCC1	-8	·	-4	0.0	·	·	·	·	-1.3
CN1CCN(C(=O)CSc2nnc(COc3ccc(Cl)cc3)o2)CC1	-10	1	-6	4.2	-6	91	-9	5	2.0
CC(C(=O)NC(=O)NC1CCCCC1)N1CCN(C(c2ccccc2)c2ccccc2)CC1 (stereo not drawn)	-5	-5	7	0.0	0	·	·	6	-0.1
COc1ccc(N(CC(=O)Nc2nccs2)S(=O)(=O)c2c(C)nn(C)c2C)cc1	·	-3	-6	0.2	-11	95	-2	-4	0.3
CCOC(=O)NCc1ccc2c(c1)OCO2	5	-13	-14	0.2	-9	111	13	3	-1.0
COc1cc([N+](=O)[O-])cc(/C=N/NC(=O)c2cc(C)nc3ccccc23)c1O	2	-5	-15	0.9	-12	100	2	17	-0.9
O=C(CSc1ncn[nH]1)c1cc2ccccc2o1	6	24	4	1.4	-6	+	+	-14	0.7
Cc1cn2c(=O)c(C(=O)N3CCN(c4ccccc4)CC3)cnc2s1	-1	·	0	-0.5	·	·	·	·	-0.3
O=C(O)COc1ccc(NC(=O)c2ccc3c(c2)C(=O)N(C2CCCCC2)C3=O)cc1	-3	2	-5	-0.3	9	97	-5	11	-0.7
O=C(Nc1ccc2nc(-c3ccco3)[nH]c2c1)c1ccco1	-1	3	-3	-0.3	-4	97	3	3	1.2
Cc1c(NC(=S)Nc2ccccc2)c(=O)n(-c2ccccc2)n1C	-7	5	-3	-0.6	-5	98	1	22	1.4
NC(=O)c1cc2ccccc2oc1=NCc1ccccc1	-1	8	-1	-1.4	-6	94	-1	-13	-1.1
COCCNC(=O)c1ccc2ccccc2n1	-6	1	1	-0.7	-5	105	4	19	0.1
Cc1cnc(C(=O)OCC(=O)N(Cc2ccccc2)C(C)(C)C)cn1	-3	·	-7	0.3	·	·	·	·	0.6
COc1ccc(S(=O)(=O)NC2CC2)cc1Cl	-10	-2	-1	0.6	-11	106	3	12	-0.2
Cc1ccc(CN2CCN(/N=C\C=C\c3ccccc3)CC2)cc1	-2	-2	-7	-1.2	-9	99	-2	3	-2.2
CCCCn1c(SCC(=O)Nc2cccc(C)n2)nnc1-c1ccco1	-6	-2	-9	0.6	-10	117	14	-5	-0.6
COc1ccc(C2CC(c3cccs3)=NN2c2ccccc2)cc1 (stereo not drawn)	-5	4	-6	-1.1	14	81	-13	1	-1.2
Cc1cccc(C(=O)OCN2C(=O)c3ccccc3C2=O)c1[N+](=O)[O-]	-1	2	-7	1.5	-3	107	14	5	0.4
FC(F)Sc1ccc(NC(=S)NCc2ccccc2)cc1	-7	0	-14	9.5	46*	100	-3	8	5.4
CCN1CCN(c2sc(S(C)(=O)=O)nc2S(=O)(=O)c2ccc(Cl)cc2)CC1	·	6	-9	0.1	13	95	1	9	0.1
Cc1ccc(NC(=O)N2CCc3ccccc32)cc1C	-5	-1	-6	-1.9	-15	105	4	3	-2.0
CCCCCC(=O)N1CC2(CC(c3cccc(NC(=O)[C@@H]4CCC(=O)N4)c3)=NO2)C[C@@H]1C(N)=O (stereo partly drawn)	-7	·	-4	0.0	·	97	4	-15	0.1
CC1(C)Cc2c(c(N3CCOCC3)nc3sc4c(NN)ncnc4c23)CS1	-4	33*	-4	0.5	-11	94	-2	11	-0.6
O=C(N/C(=C\c1cccc([N+](=O)[O-])c1)C(=O)N1CCOCC1)c1ccc([N+](=O)[O-])cc1	-4	4	-6	1.3	23*	82	-7	9	0.3
N#CC1=C(N)Oc2c(O)cc3ccccc3c2C1c1ccsc1 (stereo not drawn)	-1	8	2	-0.1	-4	105	11	·	0.7
CC12CCCCC1NS(=O)(=O)OC2 (stereo not drawn)	-2	4	-4	0.8	-13	110	2	19	-0.2
COc1ccc(C(=O)Nc2ccc(Nc3ccccc3)cc2)cc1Br	-8	·	-9	-0.4	·	·	·	·	-0.1
Cc1ccc2nc(NNC(=O)c3ccc(S(=O)(=O)N4CCc5ccccc5C4)cc3)sc2c1	0	27	0	3.0	-1	77	5	32	1.7
COc1ccc(/C=N/NC(=O)CNc2c(Br)cc(C)cc2Br)c(C(=O)O)c1OC	-4	-16	1	-0.3	9	65	-14	7	-1.2
CCOc1ccc(N2CC(C(=O)Oc3ccccc3)CC2=O)cc1 (stereo not drawn)	-5	4	0	-1.1	-11	92	4	·	-0.6
CC1CCc2cc(F)ccc2N1C(=O)CCC(=O)O (stereo not drawn)	-3	-5	-4	1.2	-11	97	4	30	1.2
O=C(c1ccco1)c1n[nH]nc1-c1ccccc1	-2	2	-9	-0.7	-3	102	9	-8	-0.5
COc1ccccc1CC1(C)NC(=O)N(CC(=O)N2CCc3ccccc3C2)C1=O (stereo not drawn)	-5	-7	-12	0.0	-6	99	-1	15	-0.9
CCOc1ccc(-c2c(C(=O)N/N=C(\C)c3ccncc3)nnn2-c2nonc2N)cc1	-4	-3	-4	3.0	-9	96	-11	39	-1.2
Cc1cccc(-n2ncc3c(=O)[nH]c(SCC(=O)Nc4cc(C)on4)nc32)c1	-6	·	0	0.1	·	·	·	·	0.6
Next part:
SMILES	GalR3 antagonist	M18AAP inhibitor	OXTR potentiator	V1R ag counter	GPR7 antag	MEKK2wt PB1 HTS	MEKK2 mut-MEK5	NALP1 inh	OXTR ag
O=C(C1CCCO1)N1CCN(c2ccccn2)CC1 (stereo not drawn)	0	0	1	0.7	-13	82	-3	20	0.9
CCOc1ccc2nc(N(CCN(C)C)C(=O)c3ccc4c(c3)CCCC4)sc2c1	·	-13	2	1.6	-4	152*	25*	8	0.2
Cc1ccc(S(=O)(=O)Nc2ccc(NC(=O)c3cccs3)cc2)cc1	0	-6	-6	-0.2	2	103	0	28	0.5
CSc1ncc(C(=O)Nc2ccc(C)cc2C)c(C)n1	-11	-6	-10	-0.5	-7	107	6	34	-0.2
COc1ccc(/C=C(/NC(=O)c2ccccc2)C(=O)N2CCCC2)cc1OC	-8	9	-13	1.9	-8	97	0	8	28*
CS(=O)(=O)N1CCN(C(=O)CCc2ccccc2)CC1	-7	0	-12	-0.3	-14	98	4	10	-0.2
COc1cccc(C(=O)N2C(C(=O)O)CSC2c2ccccc2Cl)c1 (stereo not drawn)	5	-5	-3	0.5	1	94	-3	15	1.8
COc1cc(/C=N/NC(=O)c2cc(C34CC5CC(CC(C5)C3)C4)[nH]n2)ccc1O	-4	18	-21	2.6	6	92	1	5	6.6
O=C(COC(=O)CCN1C(=O)C2CC=CCC2C1=O)Nc1ccc([N+](=O)[O-])cc1 (stereo not drawn)	-7	·	-7	2.9	·	·	·	·	4.5
CCOC(=O)COc1c(/C=N\OC)cc(Cl)cc1OC	-4	-5	-3	-1.0	-11	105	-1	6	-2.5
CCOC(=O)c1cc(C#N)c(N2CCNCC2)nc1C(F)(F)F	-1	4	5	-1.0	-6	102	16	-2	1.5

4 compounds from above, limited to GalR3 antagonist and OXTR potentiator:
Structure,GalR3 antagonist,OXTR potentiator
CS(=O)(=O)N1CCN(C(=O)CCc2ccccc2)CC1,-7,-12
COc1cccc(C(=O)N2C(C(=O)O)CSC2c2ccccc2Cl)c1 (stereo not drawn),5,-3
COc1cc(/C=N/NC(=O)c2cc(C34CC5CC(CC(C5)C3)C4)[nH]n2)ccc1O,-4,-21
O=C(COC(=O)CCN1C(=O)C2CC=CCC2C1=O)Nc1ccc([N+](=O)[O-])cc1 (stereo not drawn),-7,-7

Rows are unselected; 4.1% or so of the library scored in one or more.
